M1 PAM parental – nonselective calcium activators in parental CHO-K1 cells, primary screen, counter-screen for M1 PAM project, cell-based, Fluo-8 calcium fluorescence, full deck, 1536-well. ATP EC20; 0% at ATP EC20, 100% at ATP max. activation, % at 3 µM. 360,000 compounds, 0.02% hits;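 active means activation above the run cutoff, the mean activation of all test compounds plus 3 SD, cut at about 40% in these data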;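 further: peak over basal fluorescence ratio in a 140 s read after ATP addition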
CHRM1 antagonist – human M1 muscarinic receptor antagonists, primary screen, CHO-K1 cells, Fluo-8 calcium fluorescence, 1536-well. Muscarinic acetylcholine receptor M1 (Homo sapiens), P11229. CHO-K1 hM1, ACh EC80 antagonist. inhibition, % at 3 µM. 360,000 compounds, 1.3% hits;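 active means percent inhibition above its own plate's cutoff, namely the mean of that plate's compound wells plus 3 SD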;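 further: peak over basal fluorescence ratio during 140 s after agonist addition; 0% = ACh EC80 plus DMSO and 100% = DMSO alone without agonist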
Target sequence (P11229 whole entry, looked up): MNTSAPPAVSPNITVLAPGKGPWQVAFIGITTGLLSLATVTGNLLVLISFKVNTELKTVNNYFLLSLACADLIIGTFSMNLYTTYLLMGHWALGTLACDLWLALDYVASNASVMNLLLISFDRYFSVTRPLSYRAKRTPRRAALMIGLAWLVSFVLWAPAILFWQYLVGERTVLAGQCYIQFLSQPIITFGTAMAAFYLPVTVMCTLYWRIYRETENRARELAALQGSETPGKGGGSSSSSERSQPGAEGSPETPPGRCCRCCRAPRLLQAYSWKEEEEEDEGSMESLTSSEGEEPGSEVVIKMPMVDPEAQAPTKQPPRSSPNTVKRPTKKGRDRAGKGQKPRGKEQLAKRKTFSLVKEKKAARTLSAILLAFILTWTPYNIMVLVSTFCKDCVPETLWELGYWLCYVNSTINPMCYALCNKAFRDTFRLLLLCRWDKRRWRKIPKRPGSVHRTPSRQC
CHRM1 agonist – human M1 muscarinic receptor agonists, primary screen, Fluo-8 calcium fluorescence, CHO-K1 cells, HTS; Muscarinic acetylcholine receptor M1 (Homo sapiens), P11229; CHO-K1 hM1, agonist mode; 0% DMSO, 100% acetylcholine EC100; activation, % at 3 µM; 360,000 compounds, 0.33% hits; AID 588814, 2011;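 active means activation above the run's mean compound activation plus 3 SD, cut at about 16% in these data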;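 further: peak over basal fluorescence ratio within a 140 s kinetic read after compound addition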
CHRM1 PAM – human M1 muscarinic receptor positive allosteric modulators, primary screen, CHO-K1 cells, Fluo-8 calcium fluorescence, 1536-well. CHO-K1 hM1, ACh EC20; 0% = ACh EC20, 100% = maximal ACh. activation, % at 3 µM. 360,000 compounds, 0.088% hits; in the data active means activation above about 19%, passing the limit was not always enough
TAAR1 agonist – human TAAR1 agonists, primary screen, Fluo-8 calcium fluorescence, CHO RD-HGA16 cells; activation, % at 3 µM; vehicle wells 0%, saturating PEA agonist 100%; 360,000 compounds, 0.99% hits; AID 624467, 2012; Trace amine-associated receptor 1 (Homo sapiens), Q96RJ0;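 active means activation above the mean activation of all test compounds in the run plus 3 SD, cut at about 38% in these data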
Target sequence (Q96RJ0 whole entry, looked up): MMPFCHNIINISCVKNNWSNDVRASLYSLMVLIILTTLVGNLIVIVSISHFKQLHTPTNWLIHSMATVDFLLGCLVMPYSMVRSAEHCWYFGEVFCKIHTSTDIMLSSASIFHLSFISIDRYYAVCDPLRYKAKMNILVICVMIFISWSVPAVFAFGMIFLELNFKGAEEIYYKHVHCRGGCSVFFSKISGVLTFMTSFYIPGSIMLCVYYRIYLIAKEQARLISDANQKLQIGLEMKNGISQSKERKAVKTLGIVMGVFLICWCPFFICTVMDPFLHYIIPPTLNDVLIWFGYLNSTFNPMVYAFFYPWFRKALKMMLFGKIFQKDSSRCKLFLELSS
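test system = CHO RD-HGA16 cells carrying human TAAR1 plus Gα16 | schedule = 17-24 h seeding, 75 min 37 °C dye, 30 min RT | compound dosing = 3 µM single concentration | control set = DMSO and PEA EC100 | replicates = n 1 | signal = Fluo-8 fluorescence, 5 s baseline then 140 s kinetic read | measure = percent activation vs PEA EC100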
CHO-K1 Ca antag – M1 antagonist counterscreen hit in parental CHO-K1 cells | ATP-induced calcium, Fluo-8 fluorescence | AID 602250 | 360,000 compounds, 0.6% hits | inhibition, % at 3 µM;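 active means inhibition above a per-plate cutoff, the plate's mean sample inhibition plus 3 SD, cut at about 24% in these data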;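 further: 0% = DMSO plus EC80 ATP and 100% = DMSO alone without ATP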
M1 ag parental – counter-screen for M1 agonists: effect in parental CHO-K1 cells; Fluo-8 calcium fluorescence; scaled to maximal ATP response, vehicle zero; activation, % at 3 µM; 360,000 compounds, 0.48% hits; in the data active means activation above about 15%;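 further: untransfected CHO-K1 host cells lacking M1 receptor as counterscreen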
CHO parental Ca – ATP-evoked calcium signal inhibitors, parental CHO, primary screen, counter-screen for OX1R antagonist project, cell-based, fluorescence, Fluo-8 calcium dye. parental CHO-K1, ATP-induced calcium, Fluo-8 fluorescence. inhibition, % at 5.6 µM. 330,000 compounds, 0.63% hits;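 active means inhibition above that plate's mean sample inhibition plus 3 SD, cut at about 26% in these data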;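 further: 0% = ATP-challenged DMSO wells and 100% = DMSO wells without ATP; some compounds past the cut are filed as inactive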
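material = parental CHO cells | also added = ATP as calcium-mobilizing challenge | dosing = single point at 5.6 µM | detection = intracellular calcium via Fluo-8 no-wash fluorescent dye | read-out = % inhibition | benchmarks = low control ATP plus DMSO, high control DMSO only | repeats = one well per compound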
TAAR1 antag – human TAAR1 antagonists, primary screen, Fluo-8 calcium fluorescence, CHO RD-HGA16 cells; Trace amine-associated receptor 1 (Homo sapiens), Q96RJ0; antagonist; inhibition, % at 3 µM; 360,000 compounds, 1.5% hits;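 active means inhibition above a per-plate cutoff, the mean inhibition of test compounds on that plate plus 3 SD, cut at about 49% in these data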;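 further: 0% = DMSO plus EC80 beta-PEA response and 100% = DMSO alone without agonist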
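test system = CHO RD-HGA16 cells bearing hTAAR1 | replication = singlicate | controls = DMSO-only wells and EC80 β-PEA-stimulated wells | reagent = EC80 β-phenethylamine stimulus | read-out basis = percent inhibition of PEA-evoked calcium signal, max/basal emission ratio | schedule = seeding 17-24 h prior, 75-min 37 °C, 30-min RT dye loading | signal = kinetic Fluo-8 calcium fluorescence measurement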
The depositor's hits bear a star; nt = no result given.

mol | M1 PAM parental | CHRM1 antagonist | CHRM1 agonist | CHRM1 PAM | TAAR1 agonist | CHO-K1 Ca antag | M1 ag parental | CHO parental Ca | TAAR1 antag
Cc1cc(O)c(Sc2ccc(Cl)cc2)c(=O)[nH]1 | -4 | -16 | -3 | 9 | -1 | 6 | 0.1 | -2 | -33
CCOCC(=O)N1CCN(c2ccc(F)cc2)CC1 | 23 | -40 | 1 | 13 | 5 | -16 | 0.4 | -6 | -10
O=C(NCCCn1ccnc1)C(=O)NCc1ccc(Cl)cc1 | -1 | -10 | -2 | 8 | 12 | 8 | 0.0 | -1 | 0
CC(C)c1cc(C(C)C)n2nc(N)nc2n1 | -17 | -13 | -2 | 4 | 4 | -14 | 0.9 | -10 | -10
COc1ccc(C(=O)O)cc1S(=O)(=O)Nc1cc(C(F)(F)F)ccc1N1CCCCC1 | 13 | -7 | -2 | -1 | 5 | -20 | 2.6 | nt | -1
Cc1nn(CC(=O)NC(=O)NC2CCCC(C)C2C)c(=O)c(C#N)c1C (stereo not given) | -2 | -9 | 10 | 6 | 0 | -1 | 1.7 | -20 | -18
Cc1cc(C(=O)NCC(c2ccco2)N2CCCC2)c2ccccc2n1 (stereo not given) | 13 | 18 | -3 | -8 | 1 | -15 | 1.4 | -14 | 11
COc1ccc(CNC(=O)C(=O)NCCC2CCCCN2S(=O)(=O)c2cccs2)cc1 (stereo not given) | -18 | 7 | -3 | -3 | 1 | -1 | 1.8 | -32 | 3
C=CCOc1cccc(C2C(C(=O)c3ccco3)=C(O)C(=O)N2Cc2cccnc2)c1 (stereo not given) | 6 | -5 | -5 | 8 | -2 | -10 | 0.4 | -5 | -7
O=C(CSc1nnc(C2CCCCC2)o1)Nc1ccccc1Cl | -5 | -10 | -5 | 2 | 1 | -17 | 0.7 | -8 | -15
c1ccc(N=Nc2ccc3cccccc2-3)cc1 | 23 | -11 | 0 | 9 | 3 | -22 | -0.2 | -16 | -14
COc1ccc2[nH]c(=O)c(CN(Cc3ccco3)Cc3nnnn3Cc3ccccc3)cc2c1 | 4 | 20 | -3 | -10 | 1 | -1 | 4.1 | -10 | 0
Cc1csc(NC(=O)c2cc(-c3ccncc3)nc3ccccc23)n1 | -9 | 9 | -1 | -3 | 6 | 2 | 5.1 | -31 | 20
FC(F)(F)c1cccc(OCC2CNC(=S)O2)c1 (stereo not given) | 13 | -11 | -7 | 11 | -1 | -11 | 2.0 | 8 | 1
Cn1cc(SCC(=O)NCc2ccc3c(c2)OCO3)c2ccccc21 | 28 | -10 | -9 | 9 | -2 | -12 | 0.6 | -5 | -27
CC1NC(=O)NC1CCCCCC(=O)Nc1ccc(F)c(Cl)c1 (stereo not given) | 14 | -4 | -3 | 7 | 1 | -9 | 2.3 | -7 | -17
COC1=C(Nc2ccccc2OC)C(=O)c2ccccc2C1=O | 0 | -21 | -1 | 18 | 1 | 2 | -0.7 | -13 | -5
C[C@@H]1C(c2ccccc2)=NN(c2ccccc2)[C@H]1C(=O)N1CCOC1=O | 15 | -8 | -3 | 5 | 2 | -27 | -0.1 | -17 | -10
CC(=O)c1cccc(NC(=O)C2(c3ccccc3)CC2(Cl)Cl)c1 (stereo not given) | -3 | 2 | -5 | -3 | 6 | 12 | 0.3 | -7 | 15
COc1cccc(C2CC(c3ccc(Cl)cc3)n3nc(N)nc3N2)c1 (stereo not given) | 12 | -13 | -5 | 7 | 6 | -2 | 1.0 | -12 | 6
O=C(CS(=O)(=O)c1c[nH]c2ccccc12)N1CCCc2ccccc21 | 3 | -2 | -6 | -2 | 2 | 3 | 1.4 | -4 | 6
[O-]C1=N/[N+](=C/c2ccccc2)CC1 | 15 | -8 | 0 | 6 | 5 | -9 | 0.7 | -4 | -7
Cc1cc(OCc2cc(C(=O)N3CCN(C)C(=O)[C@@H]3C)no2)cc(C)c1Cl | -10 | 38* | 5 | -13 | 15 | 10 | 15 | 25 | 28
O=C1CC(C(=O)NCCc2ccccc2)SC(=Nc2ccccc2)N1 (stereo not given) | 7 | -13 | -5 | 15 | 14 | -4 | 0.8 | -11 | -10
Cc1csc(NC(=O)CSc2nnc(-c3ccccn3)n2-c2ccc(C)c(C)c2)n1 | 3 | -14 | -3 | -2 | 19 | 2 | 0.2 | -25 | -5
Cc1ccc(CN2CCNC(=O)C2CC(=O)N(C)C2CCCCC2)cc1 (stereo not given) | 1 | -5 | -1 | 8 | 1 | 11 | 0.1 | -20 | -14
O=S1(=O)c2cccc3cccc(c23)N1Cc1ccc(-c2nnco2)cc1 | 17 | -3 | 3 | 5 | 18 | -9 | 2.3 | 2 | 13
CCOC(=O)C1CCN(c2ncnc3c2cnn3-c2ccc(OC)cc2)CC1 | 3 | -2 | 3 | 11 | 7 | -1 | 0.0 | -7 | 4
C/C=C/C=C/C(=O)N1CC2(CC(c3cccc(NC(=O)CCCCC)c3)=NO2)C[C@H]1C(N)=O (stereo not given in full) | 17 | -4 | -4 | 6 | 5 | -13 | -0.1 | -6 | 4
CCOC(=O)C(CC)/C(C)=N\NC(=O)c1cccc(C)c1 (stereo not given) | -10 | 11 | -1 | -1 | 7 | 4 | 1.1 | -7 | 7
Cc1ccc(NC(=O)CCn2c(=O)[nH]c3ccsc3c2=O)cc1 | 25 | 3 | -4 | 3 | 2 | -5 | -0.5 | -16 | -4
CCCC(=O)Nc1nc2ccc(OC)cc2s1 | 17 | -18 | -4 | 11 | -2 | -8 | 0.0 | -4 | 2
CCOc1ccc(CNCc2cccnc2)cc1 | 16 | 8 | 5 | 1 | 1 | -2 | 0.9 | -2 | 3
CN(C(=O)COc1ccccc1)c1nnc(-c2cccnc2)s1 | 3 | 5 | -1 | -1 | 8 | -18 | 1.2 | -4 | 2
CCS(=O)(=O)N1CCC(C(=O)NCc2cccs2)CC1 | 11 | -6 | 0 | 3 | 4 | -6 | 0.5 | -12 | 11
COc1ccc(S(=O)(=O)N2CCCCC2)cc1NC(=O)C1CSC2(C)CCC(=O)N12 (stereo not given) | -2 | -8 | 1 | 15 | 2 | 6 | 0.3 | -11 | -8
O=C(Nc1cccc(S(=O)(=O)NC2=NCCCCC2)c1)C1COc2ccccc2O1 (stereo not given) | -2 | -15 | 1 | 14 | 3 | -2 | 1.1 | -20 | -35
COc1ccc(NS(=O)(=O)c2ccc3nc(COc4ccc(C#N)cc4)[nH]c3c2)cc1 | 18 | 7 | 0 | -2 | 3 | -6 | 0.5 | -8 | 22
COc1ccc(CNC(=O)c2cn(Cc3ccc(OC(C)=O)cc3)c(=O)s2)cc1 | 28 | -18 | 13 | 8 | 12 | -4 | 4.7 | nt | 32
Cc1ccc(-n2ncc3c2CC(C)(C)CC3NC(=O)Cc2c(C)noc2C)cc1 (stereo not given) | -30 | -10 | -1 | 20 | -1 | 7 | -0.3 | -14 | -18
Cc1cccc(NC(=O)CSc2nc(=O)n(CCCN3CCOCC3)c3c2CCCC3)c1 | 5 | -3 | -8 | -3 | -1 | 5 | 0.1 | -36 | -8
CCn1c(=N)n(CC(O)COc2ccc(C)cc2)c2ccccc21 (stereo not given) | 11 | 5 | -5 | 1 | 5 | -9 | 1.8 | -12 | -38
Nc1cccc(S(=O)(=O)Nc2ccc(Br)cc2)c1 | 12 | -14 | -1 | 0 | 7 | -9 | 1.9 | -5 | -1
C/C(=N/NC(=O)c1ccc(Br)o1)c1cccs1 | -3 | -7 | -3 | 5 | -1 | -6 | 0.3 | nt | 1
C=CCN(C(=O)c1csnn1)C(C(=O)NC1CCCCC1)c1ccccc1 (stereo not given) | 1 | -15 | -5 | 13 | -5 | -12 | 1.1 | -8 | -18
CCc1ccccc1NS(=O)(=O)c1cc2c(cc1C)n(C)c(=O)c(=O)n2C | 8 | -12 | -4 | 10 | -1 | 1 | 1.0 | -2 | 3
Cc1ccc(S(=O)(=O)N2CCCCC2)cc1NS(=O)(=O)c1ccc(Cl)c(C(=O)O)c1 | 17 | -2 | -2 | 4 | 4 | -3 | 1.2 | nt | -19
CCCc1cc(C(=O)Nc2cccc(Cl)c2)no1 | 14 | -6 | -10 | -3 | 6 | -2 | 0.9 | -7 | 13
CCc1ccccc1N1CN(Cc2cccnc2)CNC1=S | 14 | -4 | -3 | 6 | 2 | -12 | 2.3 | -6 | -11
O=C(Nn1c(-c2ccc(F)cc2)nc2ccccc2c1=O)C1CCCCC1 | 4 | -24 | 11 | 2 | 14 | -14 | -0.3 | -21 | -1

(listing goes on)
mol | M1 PAM parental | CHRM1 antagonist | CHRM1 agonist | CHRM1 PAM | TAAR1 agonist | CHO-K1 Ca antag | M1 ag parental | CHO parental Ca | TAAR1 antag
CC(C)C(NC(=O)c1c(F)cccc1F)C(=O)N1CCN(c2ncccn2)CC1 (stereo not given) | 19 | -2 | -4 | 4 | 4 | -15 | 0.9 | -9 | -13
O=C(Nc1ccc(F)c(Cl)c1)C1Cc2c(-c3cccc(F)c3)ccnc2O1 (stereo not given) | 6 | -20 | 3 | 15 | 5 | -7 | 0.8 | nt | 11
CCOc1ccc(NC(=S)NC(=O)c2cnn(CC)c2)c([N+](=O)[O-])c1 | 10 | -2 | -3 | 5 | -1 | -5 | 1.6 | nt | -21
COc1ccc(CN2C(=O)[C@@H]3C(c4ccccc4Cl)=NO[C@@H]3C2=O)cc1 | 18 | 11 | -4 | -2 | 4 | -19 | 3.0 | -3 | 9

3 entries out of the list, sorted by formula weight, largest number first:
mol | M1 PAM parental | CHRM1 antagonist | CHRM1 agonist | CHRM1 PAM | TAAR1 agonist | CHO-K1 Ca antag | M1 ag parental | CHO parental Ca | TAAR1 antag
O=C(Nc1ccc(F)c(Cl)c1)C1Cc2c(-c3cccc(F)c3)ccnc2O1 (stereo not given) | 6 | -20 | 3 | 15 | 5 | -7 | 0.8 | nt | 11
O=C(Nn1c(-c2ccc(F)cc2)nc2ccccc2c1=O)C1CCCCC1 | 4 | -24 | 11 | 2 | 14 | -14 | -0.3 | -21 | -1
CCc1ccccc1N1CN(Cc2cccnc2)CNC1=S | 14 | -4 | -3 | 6 | 2 | -12 | 2.3 | -6 | -11

As entered above.
Under TAAR1 agonist, `COc1ccc(CN2C(=O)[C@@H]3C(c4ccccc4Cl)=NO[C@@H]3C2=O)cc1` reads 4
Under M1 ag parental, `O=C(Nc1ccc(F)c(Cl)c1)C1Cc2c(-c3cccc(F)c3)ccnc2O1` (stereo not given) reads 0.8
Under CHO parental Ca, `CC(C)C(NC(=O)c1c(F)cccc1F)C(=O)N1CCN(c2ncccn2)CC1` (stereo not given) reads -9
Under M1 ag parental, `CCOc1ccc(NC(=S)NC(=O)c2cnn(CC)c2)c([N+](=O)[O-])c1` reads 1.6

Source: PubChem BioAssay
